TRPC6 activator – activators of mouse TRPC6 channel. Q61143. HEK293-TRPC6 membrane potential dye fluorescence; stronger effect = higher value. B-score at 10 µM. actives 0.13% (n = 310,000);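 active = B-score of the integrated fluorescence ratio above library mean plus 3 SD, and starting fluorescence ratio within library mean plus 5 SD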;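 also: higher score means more depolarization so channel activation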
SKKanGAS inh – blocks kanamycin growth of S. pyogenes SKKanGAS strain. inhibition, % at 7.5 µM. actives 1.3% (n = 300,000). AID 1662. BacTiter-Glo, 6 h;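 active = mean replicate score, as percent of positive control median, at least 50; inconclusive = mean below 50 but one replicate at or above 50; inactive = mean and every replicate below 50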;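 also: strain carries kanamycin resistance gene driven by streptokinase promoter and grows in 40 µg/ml kanamycin; loss of luminescence reflects streptokinase promoter inhibition or plain growth inhibition; 0% = median of DMSO wells and 100% = positive control at its reference dose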
KLF5 inhibitor – kruppel-like factor 5 inhibition | DLD-1 KLF5 promoter-luciferase reporter, luminescence | inhibition, % at 5 µM | actives 0.23% (n = 290,000) | AID 1700;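 active = inhibition above a per-plate limit of that plate's mean compound inhibition plus 3 SD, cut at about 60% in these data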;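 also: 0% = DMSO wells and 100% = LY294002 at 200 µM; higher means less KLF5 promoter-driven luciferase light; inactives centre near -14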
TRPC4 PAM – allosterically enhances the mouse TRPC4 cation channel. B-score at 10 µM. HEK293 TRPC4beta/mu-opioid, DAMGO EC20, Fluo-4 Ca2+ flux; stronger effect = higher value. actives 0.42% (n = 310,000). AID 2227;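 active = B-score of calcium response area above 5 SD of library B-scores, with initial fluorescence ratio within 5 SD of library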;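 also: B-score of integrated fluorescence ratio over time as area under calcium response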
Target sequence (Q9QUQ5 whole entry, looked up): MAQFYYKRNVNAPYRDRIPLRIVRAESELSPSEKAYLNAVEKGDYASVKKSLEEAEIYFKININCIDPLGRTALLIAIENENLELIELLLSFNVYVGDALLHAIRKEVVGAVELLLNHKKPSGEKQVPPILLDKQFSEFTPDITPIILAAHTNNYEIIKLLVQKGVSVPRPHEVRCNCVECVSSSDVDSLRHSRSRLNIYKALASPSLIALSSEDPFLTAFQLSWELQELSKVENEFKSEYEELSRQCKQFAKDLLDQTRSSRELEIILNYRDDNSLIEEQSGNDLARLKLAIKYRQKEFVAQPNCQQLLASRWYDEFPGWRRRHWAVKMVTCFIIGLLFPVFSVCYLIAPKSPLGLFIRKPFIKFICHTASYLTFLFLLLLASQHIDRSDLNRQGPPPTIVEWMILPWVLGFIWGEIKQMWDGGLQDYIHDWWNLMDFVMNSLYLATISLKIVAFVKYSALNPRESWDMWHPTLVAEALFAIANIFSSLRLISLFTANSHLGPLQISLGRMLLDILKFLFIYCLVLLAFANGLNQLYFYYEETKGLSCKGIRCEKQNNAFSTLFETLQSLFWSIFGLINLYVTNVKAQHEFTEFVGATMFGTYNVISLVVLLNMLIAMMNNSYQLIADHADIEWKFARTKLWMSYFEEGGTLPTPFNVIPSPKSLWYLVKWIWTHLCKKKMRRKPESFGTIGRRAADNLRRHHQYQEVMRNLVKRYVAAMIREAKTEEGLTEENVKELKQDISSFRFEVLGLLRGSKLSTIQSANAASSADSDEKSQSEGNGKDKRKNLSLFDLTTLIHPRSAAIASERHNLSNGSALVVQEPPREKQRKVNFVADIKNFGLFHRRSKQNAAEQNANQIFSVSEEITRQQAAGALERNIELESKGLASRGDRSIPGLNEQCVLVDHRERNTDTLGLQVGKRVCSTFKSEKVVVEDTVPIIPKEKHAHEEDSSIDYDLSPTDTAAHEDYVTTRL
HIF activator – HIF pathway transcriptional activation. U2OS HRE-luciferase reporter, luminescence; normalized: DMSO 0%, desferrioxamine 100%. actives 0.32% (n = 300,000). activation, % at 7.5 µM (by protocol);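 active = mean activation of at least 10% of the iron chelator positive control signal, with at least half of replicates also reaching 10%; inconclusive = mean and replicate majority disagree about reaching 10%; inactive = mean and most replicates under 10%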
aSyn 5UTR inh – MLPCN primary screen, SNCA 5' untranslated region; alpha-synuclein 5'UTR reporter, inhibitor activity; inhibition, % (tested at 7.5 µM); actives 0.82% (n = 300,000); in the data active = inhibition above about 60%; inconclusive = no clear call, values can overlap the other calls;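 also: H4 neuroglioblastoma cells stably carrying SNCA 5'UTR luciferase fusion; 0% = DMSO wells and 100% = positive control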
IEC-6 tox – IEC-6 cytotoxicity, counter-screen for KLF5 inhibitors | luminescence viability | inhibition, % at 5 µM | actives 0.78% (n = 290,000) | AID 1825; in the data active = inhibition above about 22%;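 also: 0% = plate median of test compound wells and 100% = cytotoxic reference compound wells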
TRPC4 inh – inhibitors of mouse TRPC4 channel | Q9QUQ5 | HEK293 TRPC4beta/mu-opioid, DAMGO-evoked Fluo4 calcium flux; stronger effect = lower value | B-score at 10 µM | actives 0.39% (n = 300,000) | AID 2247;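 active = B-score over 3 SD under the library average, no early fluorescence shift, positive overall ratio signal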
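Assay system – HEK293 line stably carrying TRPC4beta and mu-opioid receptor · Doses – single dose · Detection – Fluo4 calcium-dye fluorescence, kinetic read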
TRPC4 act – activators of mouse TRPC4 channel | Q9QUQ5 | B-score at 10 µM | actives 0.49% (n = 310,000) | AID 2237 | HEK293 TRPC4beta/mu-opioid, Fluo4 calcium fluorescence; stronger effect = higher value;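 active = B-score above 5 SD of library B-scores, and initial fluorescence ratio not above library mean plus 5 SD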;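 also: positive B-score marks a calcium rise read as TRPC4 activation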
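Test system: HEK293 cells stably co-expressing mouse TRPC4beta and mu-opioid receptor | Schedule: Fluo4 dye loading 45 min at room temperature, 110 s recording | Measured by: Kinetic Fluo4 calcium fluorescence, 5 s baseline at 1 Hz | Evaluation: B score of integrated ratio | Controls: Buffer (low) and maximal DAMGO (high)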
MrgX1 antag – antagonists of human MrgX1 receptor; Q96LB2; MRGX1-HEK293 calcium flux, Fluo-4, BAM8-22 antagonism; stronger effect = lower value; B-score at 10 µM; actives 1.3% (n = 310,000); AID 588676;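 active = calcium-response B-score plate-corrected more than 3 library SD below zero, starting fluorescence within 5 deviations, no agonist response on first addition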;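 also: peak minus trough fluorescence over baseline after final BAM8-22 challenge near maximal dose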
TRPC6 inhibitor – mouse TRPC6 channel inhibition | B-score at 10 µM | AID 2553 | actives 1.1% (n = 310,000) | HEK293-TRPC6, membrane potential dye, ACh-evoked depolarization; stronger effect = lower value;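 active = B-score under library mean minus 3 SD, initial fluorescence not abnormally high, positive integrated signal ratio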;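 also: B-score derived from integrated fluorescence ratio over the kinetic read; more negative B-score means stronger inhibition of depolarization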
The depositor's hits bear a star; i = inactive; ? = inconclusive; nt = not tested or not shown.

SMILES	TRPC6 activator	SKKanGAS inh	KLF5 inhibitor	TRPC4 PAM	HIF activator	aSyn 5UTR inh	IEC-6 tox	TRPC4 inh	TRPC4 act	MrgX1 antag	TRPC6 inhibitor
Cc1ccc(CNC(=O)[C@@H]2CCC(=O)N2Cc2ccco2)cc1	i	3	-25	i	-8.7	11	-1	i	i	i	i
CC(C)(C)NCc1ccccc1OCc1cccs1	i	2	-11	i	nt	5	-3	-7*	i	i	-9.8*
COc1ccc(OC)c(NC(=O)CSc2nc3ccccc3c(=O)n2CCNC(C)=O)c1	i	6	-13	i	0.2	7	0	i	i	i	i
CC(=O)c1ccc(NC(=O)C2CCCN(S(=O)(=O)c3ccc(-n4cnnn4)cc3)C2)cc1 (stereo not drawn)	i	0	-13	i	0.4	5	-2	i	i	i	i
COc1ccc(NCc2cc(=O)oc3cc(NC(C)=O)ccc23)cc1	i	24	-17	i	-0.1	2	2	i	i	i	i
O=C(NCc1cccs1)C1CCCN1C(=O)Nc1ccccc1Cl (stereo not drawn)	i	0	13	i	0.6	15	-10	i	i	i	i
Cc1cc(C)c(C(N)=O)c(Nc2cccc(Cl)c2)n1	i	12	-4	i	-0.4	-9	-2	i	i	i	i
Cc1noc(C)c1S(=O)(=O)N1CCCC(C(=O)NCC2CCCO2)C1 (stereo not drawn)	i	-7	30	i	-0.7	15	-3	i	i	i	i
C[C@@H]1NC(=O)c2cc([N+](=O)[O-])cc(I)c2OCC[C@@H](C(N)=O)NC(=O)[C@H](CCCCN)NC1=O	i	1	-12	i	-2.5	-4	0	i	i	i	i
OCCNc1nc(Nc2ccccc2O)nc(N2CCCC2)n1	i	2	nt	i	-3.1	17	nt	i	i	i	i
CCC(OC(=O)c1nsc(Cl)c1Cl)C(=O)NC(C)(C)C (stereo not drawn)	i	2	-12	i	0.7	13	-6	i	i	i	i
CC(C)CCNC(=O)C(c1ccc(O)cc1)N(Cc1ccco1)C(=O)CCC(=O)Nc1nccs1 (stereo not drawn)	i	-3	8	i	0.1	16	-1	i	i	i	i
CC(C)(C)CC(C)(C)NC(=S)NC1CCN(Cc2ccccc2)CC1	i	0	4	i	nt	7	-3	i	i	i	i
CC(C)(C)c1ccc(C(=O)CSc2nc3ccccc3c(=O)[nH]2)cc1	i	0	-12	i	-0.9	-49	0	i	i	i	i
CCCCCN(C(=O)CCC(=O)OCC(=O)c1ccc(CCC)cc1)c1c(N)n(CCCC)c(=O)[nH]c1=O	i	12	nt	i	0.9	25	nt	i	i	i	i
COCCNC(=S)N/N=C(\C)c1cc2ccccc2o1	i	-2	-17	i	0.9	-117	0	i	i	i	i
CCOCCCNC(=O)Cc1ccc(-n2c(CC)nc3cccnc32)cc1	i	-1	-7	i	1.2	7	2	i	i	i	i
CC1(C)NC(=O)N(CCCCSc2ccc(Cl)cc2)C1=O	i	3	9	i	0.1	-8	-7	i	i	i	i
COc1cc(C#N)ccc1OCC(=O)N1CCc2ccccc2C1	i	4	-12	i	1.4	-1	-3	i	i	i	i
O=C(COC(=O)C1COc2ccccc2O1)Nc1ccc2c(c1)CCC2 (stereo not drawn)	i	3	7	i	0.0	-7	-1	i	i	i	i
Cc1cccc(C(=O)NCc2nnc(SCc3ccc(F)cc3)n2C)c1	i	-5	-30	i	0.0	28	0	i	i	-4.8*	i
CCOc1ccc(CCNC(=O)c2nnn(CC(=O)Nc3c(C)cc(C)cc3C)c2N)cc1OCC	i	-1	1	i	0.5	21	0	i	i	i	i
O=C(NCC(=O)N1CCCC(C(F)(F)F)C1)c1ccc(Br)o1 (stereo not drawn)	i	0	nt	i	0.2	-9	nt	i	i	i	i
CN(C)c1ccc(/C=C2\N=C(C(C)(C)C)OC2=O)cc1	i	-7	-6	i	0.6	-12	1	i	i	i	i

Part of the list above with just KLF5 inhibitor and SKKanGAS inh:
Molecule | KLF5 inhibitor | SKKanGAS inh
COCCNC(=S)N/N=C(\C)c1cc2ccccc2o1 | -17 | -2
CCOCCCNC(=O)Cc1ccc(-n2c(CC)nc3cccnc32)cc1 | -7 | -1

Carrying on:
SMILES	TRPC6 activator	SKKanGAS inh	KLF5 inhibitor	TRPC4 PAM	HIF activator	aSyn 5UTR inh	IEC-6 tox	TRPC4 inh	TRPC4 act	MrgX1 antag	TRPC6 inhibitor
Cc1cc(Nc2ccc(N3CCOCC3)cc2)c2cccc(C)c2n1	i	-2	-13	i	-0.1	-10	-2	i	i	i	-7.5*
Nc1nc2c(C(=O)N3CCOCC3)nnn2c2ccccc12	i	4	-144	i	0.7	-66	-5	i	i	i	i
S=c1[nH]nc(-c2ccco2)n1-c1ccc(Br)cc1	i	-5	nt	i	0.0	-14	nt	i	i	i	i
COc1ccc(CCNC(=O)CSc2nnc3ccc(-c4ccccn4)nn23)cc1	i	44	nt	i	-0.2	-6	nt	i	i	i	i
CCOC(=O)c1cccc(NS(=O)(=O)c2cnc[nH]2)c1	i	7	5	i	-0.5	8	-3	i	i	i	i
Cc1ccc(C(=O)NCC(=O)OCc2nnc(-c3ccccc3)o2)cc1	i	35	-15	i	0.4	-14	-4	i	i	i	i
Cc1cccc(/C=N/NC(=O)c2ccccc2OCc2cccc(Br)c2)n1	i	61*	-4	i	-0.8	-13	-2	i	i	i	i
CSc1ccccc1NC(=O)COC(=O)c1c[nH]c(=O)[nH]c1=O	i	1	-33	i	-0.1	-8	-8	i	i	i	i
Cc1ccnc(NC(=O)c2cccc(S(=O)(=O)N3CCCC3)c2)c1	i	7	-44	i	1.0	-42	-2	i	i	i	i
COc1ccc(CN2C(=O)c3ccccc3C2C(=O)NCCc2ccccc2)c(OC)c1 (stereo not drawn)	i	0	-7	i	0.4	-7	2	i	i	i	i
Cc1ccc(N2C(=O)CC(Nc3ccccc3)C2=O)cc1 (stereo not drawn)	i	1	-17	i	0.6	4	-4	i	i	i	i
Cc1cc(NC(=O)CCC(=O)N(c2ccccc2)C(C(=O)NC2CCCC2)c2ccccc2C)no1 (stereo not drawn)	i	2	4	i	-0.4	40	-6	i	i	i	i
O=[N+]([O-])c1ccc(Cl)c(S(=O)(=O)NCC2CCCO2)c1 (stereo not drawn)	i	-1	6	i	-0.2	3	2	i	i	i	i
O=C(O)CCN1C(=O)S/C(=C\c2cccnc2)C1=O	i	-11	-6	i	-0.4	9	-2	i	i	i	i
O=c1[nH]c2ccccc2[n+]([O-])c1-c1ccccc1	i	10	-47	i	1.2	-21	-5	i	i	i	i
O=C(O)CCNC1C=CS(=O)(=O)C1 (stereo not drawn)	i	7	-24	i	0.0	22	-1	i	i	i	i
CCc1ccc(N(CC(=O)NC2CC2)S(=O)(=O)c2ccc(C)cc2)cc1	i	?	-22	i	0.2	5	-4	i	i	i	i
NNC(=O)c1[nH]c2ccc([N+](=O)[O-])cc2c1-c1ccccc1	i	8	-3	i	0.6	-1	91*	-6*	i	i	i
O=C1C2=C(C(c3ccccc3)=NCCN2)C(c2cccc([N+](=O)[O-])c2)N1c1ccccc1 (stereo not drawn)	i	3	-4	i	-0.2	-3	0	i	i	i	i
CCc1ccc(Nc2nc(N3CCOCC3)nc(N3CCOCC3)n2)cc1	i	0	-28	i	-0.4	7	2	i	i	i	i
COc1ccc(NC(=O)Cn2c(=O)oc3cc(S(=O)(=O)N4CCCC4)ccc32)c(OC)c1	i	7	-36	i	-0.4	25	-3	i	i	i	i
CCn1c(C)cc(O)cc1=O	i	25	-14	i	0.1	4	0	i	i	i	i
Cc1ccc(S(=O)(=O)N2CCOC2CNC(=O)C(=O)NCc2cccnc2)cc1 (stereo not drawn)	i	-4	-21	i	-0.1	17	-2	i	i	i	i
CC(=O)Nc1c(C(=O)N2CCCCCC2)cnn1-c1ccccc1	i	-3	-11	i	0.3	-23	1	i	i	i	i
Cc1cccc(/C=C/c2nc3ccccc3c(=O)[nH]2)c1	i	-7	-151	i	1.5	-94	1	i	i	i	i
CC(=O)c1ccc(Nc2nc(N3CCOCC3)nc(N3CCOCC3)n2)cc1	i	-4	-14	i	0.1	-9	2	i	i	i	i
CCOC(=O)C(=O)Cc1nc2ccccc2s1	i	36	-16	i	0.5	-59	2	i	i	i	i
CN1CCN(c2nc(NCc3ccco3)nc(N)c2[N+](=O)[O-])CC1	i	4	-17	i	-0.8	13	-3	i	i	i	i
CC(C)[C@H](NC(=O)c1ccc(C(C)(C)C)cc1)C(=O)Nc1nnc(C2CC2)s1	i	-1	-34	i	-0.1	6	5	i	i	i	i
O=C(CSc1nc(=O)[nH]c2c1CCCC2)Nc1ccc(F)cc1F	i	-3	nt	i	-0.1	17	nt	i	i	i	i
Cc1ccc(C(=S)N2CCN(Cc3ccccc3)CC2)s1	i	7	-2	i	0.0	-8	0	i	i	i	i
CC(=O)Nc1nc(C)c(Oc2ccc(Cl)cc2)c(=O)[nH]1	i	-3	1	i	-0.1	14	2	i	i	i	i
CCOC(=O)c1sc2ncnc(NCC(c3cccs3)N(C)C)c2c1C (stereo not drawn)	i	53*	-2	i	0.9	-58	-6	i	i	i	i
CCOC(=O)C1CCN(S(=O)(=O)c2ccc3c(c2)N(C)C(=O)CC(=O)N3C)CC1	i	0	-27	i	0.1	-2	-7	i	i	i	i
CCC(C)N(C(=O)CSc1ncnc2c1cnn2-c1ccccc1)C1CCS(=O)(=O)C1 (stereo not drawn)	i	-3	nt	i	-0.1	4	nt	i	i	i	i
COC(=O)Nc1ccc(S(=O)(=O)Nc2ncccn2)cc1	i	10	11	i	-0.1	14	-1	i	i	i	i
O=C(NCc1nnc(SCC(=O)N2CCCC2)o1)c1cccc(C(F)(F)F)c1	i	45	-28	i	0.1	-10	-2	i	i	i	i
Cc1n[nH]c(=S)c2nn(-c3cccc(Cl)c3)c(C)c12	i	8	3	i	0.1	30	-6	i	i	nt	i
O=C(N/C(=C/c1ccco1)C(=O)N1CCCCCC1)c1ccccc1	i	2	1	i	-0.1	8	-4	i	i	i	i
Cc1cc(N2CCOCC2)nc(NCc2ccccc2)n1	i	8	-3	i	0.0	-8	9	i	i	i	i
Cc1cccc(NC(=O)c2ccc(C3SCC(=O)N3CCc3ccccc3)cc2)c1 (stereo not drawn)	i	16	-22	i	nt	42	1	i	i	i	i
O=C(O)CCSc1ccc([N+](=O)[O-])cc1[N+](=O)[O-]	i	?	-6	i	0.1	7	2	i	i	i	i
Cc1cccc(-c2nnc(SCC(=O)c3ccc(O)cc3O)n2C)c1	i	31	10	i	0.0	0	-1	i	i	i	i

Screening results deposited in PubChem BioAssay by several laboratories.
